Compound activity (PubChem BioAssay)
ERG-DNA inh = inhibitors of human ERG Ets domain-DNA interaction | P11308 | fluorescence polarization, His-ERG Ets domain / labelled DNA | Potency, µM (top dose mostly 76.9 µM), for the others: at the highest dose FP activity, negative = inhibition, hits mostly inhibitors | hit rate 0.028% among 370,000 | AID 624246; active means well fitted inhibition curve with a large enough effect in the polarisation, with a control signal flat; inconclusive means small, poorly fitted or top-dose-only effect, or effect the other way, or a change in a side signal; inactive means no such curve, though single readings can be large or run the other way; the % refers to the polarisation;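 further: polarization taken with two DNA probes labelled with fluorescein and Texas red; potency means the concentration at half of the fitted maximal effect; % of control where 0% means no effect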
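His-tagged ERG Ets domain (1 uM in the protein solution; 300mM KCl, 50mM Tris-HCl, 1mM EDTA, 1mM DTT, pH 7.5) received compound, then a probe mix of 5 nM fluorescein-DNA and 100nM Texas-615-DNA. Fluorescence polarization was read for both dyes.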
RGS4 inhibitor = inhibitors of human regulator of G protein signaling 4; P49798; AID 504845; Transcreener GDP fluorescence polarization, RGS4-accelerated GTP hydrolysis; hit rate 0.039% among 390,000; Potency, µM (doses to about 114 µM), for the others: at the highest dose activity change, negative = inhibition, most hits filed as inhibitors; further: potency means the concentration at half of the fitted maximal effect; on the % scale 0 is the no-effect control and ±100 the full control effect; nearly all actives have a fitted effect of over 75% in size; some results filed as inactive show a strong effect at the top dose
Target sequence (P49798 whole entry, looked up): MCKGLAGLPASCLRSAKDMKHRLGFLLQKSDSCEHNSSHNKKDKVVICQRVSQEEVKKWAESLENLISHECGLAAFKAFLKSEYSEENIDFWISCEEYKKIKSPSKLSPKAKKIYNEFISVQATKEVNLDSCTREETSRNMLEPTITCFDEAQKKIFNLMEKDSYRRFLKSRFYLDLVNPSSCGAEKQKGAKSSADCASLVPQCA
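MLSMR compounds (23 nl, pin-transferred) preincubated 10 min at room temperature with a 500nM (2x) first reagent, then RGS4 at 900nM (2x) plus Transcreener GDP mix added; fluorescence polarization (620/688 nm) read before and after 90 min at 30 °C.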
LDHA inh = inhibitors of human lactate dehydrogenase A. purified LDHA, NADH/diaphorase-resazurin fluorescence; hits give low values. activity change, % (values are at about 110 or 230 µM). hit rate 0.15% among 480,000; in the data active means activity change below about -30%; inconclusive means mostly about -25% to -30%;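 further: plate controls were DMSO wells for no effect and wells without enzyme for full effect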
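Remaining NADH was detected by diaphorase (0.133 mg/mL) converting 37 µM resazurin to fluorescent resorufin, read at 0 and 20 minutes. The preceding 5-minute room-temperature reaction used 2 nM LDHA, 0.2 mM sodium pyruvate and 0.06 mM NADH at pH 7.4.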
ALOX12 inh = blocks human arachidonate 12S-lipoxygenase; Potency, µM (highest dose often 108 µM), for the others: at the highest dose activity change, negative = inhibition, actives largely listed as inhibitors; P18054; hit rate 1.1% among 580,000; AID 1671190; purified 12hLO, xylenol orange hydroperoxide absorbance; further: potency means the concentration at half of the fitted maximal effect; on the % scale 0 is the no-effect control and ±100 the full control effect
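Purified human 12hLO at 150 nM in 25 mM Hepes, 0.01% Triton X-100, pH 7.0, preincubated 15 min at room temperature with compound. Reaction started with 40 uM arachidonic acid, 30 min at room temperature. Hydroperoxide measured by Fe-xylenol orange, 573/405 nm absorbance ratio.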
D2 antag = D2 dopamine receptor (human) antagonism; AID 485344; inhibition, % at 10 µM; HEK293 TREx D2 cells, calcium flux, dopamine EC80; P14416; hit rate 2% among 340,000; in the data active means inhibition above about 30%; further: 0% is about no effect
Target sequence (P14416 whole entry, looked up): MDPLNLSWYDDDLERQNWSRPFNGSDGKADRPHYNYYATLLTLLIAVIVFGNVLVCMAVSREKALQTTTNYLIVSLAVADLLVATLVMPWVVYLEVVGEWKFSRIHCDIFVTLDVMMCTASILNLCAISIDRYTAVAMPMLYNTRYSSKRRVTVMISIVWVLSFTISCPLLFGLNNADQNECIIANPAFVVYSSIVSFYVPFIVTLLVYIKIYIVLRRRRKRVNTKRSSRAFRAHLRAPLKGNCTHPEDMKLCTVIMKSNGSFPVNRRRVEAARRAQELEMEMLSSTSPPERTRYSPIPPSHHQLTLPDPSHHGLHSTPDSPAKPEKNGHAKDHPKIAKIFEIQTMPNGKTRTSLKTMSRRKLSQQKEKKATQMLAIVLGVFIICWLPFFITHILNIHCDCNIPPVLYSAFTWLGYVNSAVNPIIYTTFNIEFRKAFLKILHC
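Measurement of antagonist activity uses fluorescent calcium dye in inducible HEK293 T-REx D2 cells: 10 s baseline, compound addition with 180 s read, EC80 dopamine addition with a further 180 s read.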
Vif-APOBEC3F blk = inhibitors of Vif-A3F interaction; AID 602313; HeLa A3F-eYFP + Vif (tagged APOBEC3F with the HIV-1 protein that degrades it), YFP fluorescence increase; hit rate 0.2% among 390,000; Potency, µM (doses to about 46.1 µM), inactives show at the highest dose activity, negative = active; further: potency means the concentration at half of the fitted maximal effect; % of control where 0% means no effect; nearly all actives have a fitted effect of over 65% in size
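HeLa cells stably expressing Vif plus C-terminally eYFP-tagged A3F were seeded, incubated overnight at 37 deg C, dosed with compound, incubated overnight again at 37 deg C. Yellow fluorescence (Ex 488/Em 500-530) reported blocked Vif-mediated A3F-eYFP degradation.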
D2 ag = agonists of human D2 dopamine receptor. P14416. HEK293 T-REx D2 cells, calcium flux agonist mode. activation, % at 2 µM. hit rate 0.53% among 340,000. AID 485358;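 active means activation over 3 SD above normal in the single-dose calcium agonist read, cut at about 30% in these data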; further: 0% is about no effect
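Agonism is scored from calcium flux in a force-coupled, inducible HEK293 cell line expressing D2, read kinetically for 180 s after compound addition against dopamine controls.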
GRP78 ERSR act = induces the endoplasmic reticulum stress response in human glioma cells; U87-MG GRP78 promoter luciferase reporter, 16 h; Potency, µM, for inactives: at the highest dose activation, usual class: activators; hit rate 0.02% among 420,000; AID 602332; further: potency means the concentration at half of the fitted maximal effect; series mostly up to about 76 µM; % of control where 0% means no effect; nearly all actives have a fitted effect of over 35% in size
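ERSR induction read as luciferase luminescence (Bright-Glo, 10 min at room temperature) in stably transfected human U87-MG glioma cells exposed to compounds for 16 h, using GRP78 as sensor.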
Vif-A3G inh = inhibitors of Vif-APOBEC3G interaction; HeLa A3G-eYFP + Vif (tagged APOBEC3G with the HIV-1 protein that degrades it), YFP fluorescence, overnight; hit rate 0.076% among 410,000; AID 602310; Potency, µM (titrated, usually from 46.1 µM), for the others: at the top dose activity, negative = active, usual class: inhibitors; Q9HC16;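 further: potency means the concentration at half of the fitted maximal effect; on the % scale 0 is the no-effect control and ±100 the full control effect; nearly all actives have a fitted effect of over 60% in size; hits raise eYFP signal because A3G escapes Vif-driven loss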
Target sequence (Q9HC16 whole entry, looked up): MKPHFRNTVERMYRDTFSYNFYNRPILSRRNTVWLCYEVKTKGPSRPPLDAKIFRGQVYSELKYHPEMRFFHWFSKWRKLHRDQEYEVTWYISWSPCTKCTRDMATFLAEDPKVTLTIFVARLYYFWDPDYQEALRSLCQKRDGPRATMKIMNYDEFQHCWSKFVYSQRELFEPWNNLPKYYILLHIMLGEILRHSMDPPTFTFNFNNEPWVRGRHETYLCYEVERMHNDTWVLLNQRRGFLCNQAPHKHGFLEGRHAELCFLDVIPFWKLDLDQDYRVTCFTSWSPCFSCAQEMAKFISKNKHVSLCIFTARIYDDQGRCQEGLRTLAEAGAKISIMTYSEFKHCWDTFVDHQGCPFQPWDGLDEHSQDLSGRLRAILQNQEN
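Read-out is eYFP fluorescence (Ex 488/Em 500-530) from Vif-expressing HeLa A3G-eYFP cells; more signal means A3G escaped Vif-mediated degradation. Cells plated overnight, compound pinned in, incubated overnight at 37 deg C.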
Active calls of the source: *; [ ] = dose if it differs, or a comment. Unless noted, the call rests on the fitted dose curve; in most records, active means well fitted curve in the direction sought with a large enough effect; inconclusive means small, poorly fitted or top-dose-only effect, or another doubt; inactive means no such curve, though single readings can be large; an effect the other way counts as inactive or inconclusive. Some of the compounds tested (hit frequency here may not be typical).

What do the screens show for `CCOc1ccc(C2/C(=C(\O)c3ccc4c(c3)OCCO4)C(=O)C(=O)N2CCCn2ccnc2)cc1OC` (stereo not drawn)?
ERG-DNA inh: -8%; RGS4 inhibitor: -13%[56.9 µM]; LDHA inh: -8; ALOX12 inh: -2%; D2 antag: -2; Vif-APOBEC3F blk: 7%; D2 ag: 0.6; GRP78 ERSR act: -1%; Vif-A3G inh: -1%

Results for O=C(O)COc1ccccc1/C=N/NC(=O)CSc1nnc(-c2ccc(Cl)cc2)n1C1CCCCC1 ?
ERG-DNA inh: -1%; RGS4 inhibitor: 12%; LDHA inh: -5; ALOX12 inh: 4%; D2 antag: 8; Vif-APOBEC3F blk: -1%; D2 ag: -0.4; GRP78 ERSR act: -2%; Vif-A3G inh: 0%

How did Cc1ccc(C2=N/C(=C\N3CCCCC3)C(=O)O2)cc1 do in these assays?
ERG-DNA inh: 2%; RGS4 inhibitor: 26%; LDHA inh: -4; ALOX12 inh: 0%; D2 antag: 8; Vif-APOBEC3F blk: -2%; D2 ag: 0.3; GRP78 ERSR act: 3%; Vif-A3G inh: 4%

How did COc1ccc(NS(=O)(=O)c2cccc(C(=O)N/N=C/c3cccs3)c2)cc1 do in these assays?
ERG-DNA inh: 9%; RGS4 inhibitor: 7%; LDHA inh: -6; ALOX12 inh: -12%; D2 antag: 4; Vif-APOBEC3F blk: -20%; D2 ag: -0.9; GRP78 ERSR act: -3%; Vif-A3G inh: 1%

What do the screens show for `O=C(NCC(F)(F)F)c1ccc2sc([C@@H]3O[C@H](CO)[C@H](O)[C@H](O)[C@H]3O)nc2c1`?
LDHA inh: -5; ALOX12 inh: inconclusive; GRP78 ERSR act: 0%; Vif-A3G inh: 2%

Results for C[C@]1(C(=O)NCCc2c[nH]c3ccccc23)C=C[C@@H](Cc2ccccc2)N1C(=O)c1ccccc1 ?
ERG-DNA inh: -2%; RGS4 inhibitor: 1%; LDHA inh: -3; ALOX12 inh: -1%; D2 antag: -2; Vif-APOBEC3F blk: 7%; D2 ag: -0.1; GRP78 ERSR act: 0%; Vif-A3G inh: -8%

Results for CCN(CC)CCN1C(=O)C(=O)/C(=C(/O)c2ccc(OC(C)C)cc2)C1c1ccncc1 (stereo not drawn) ?
ERG-DNA inh: 12%; RGS4 inhibitor: 16%; LDHA inh: -6; ALOX12 inh: inconclusive; D2 antag: 0; Vif-APOBEC3F blk: -8%; D2 ag: -0.2; GRP78 ERSR act: -3%; Vif-A3G inh: 3%

What do the screens show for `Cc1ccc(CSCCNC(=O)/C=C/c2ccccc2Cl)cc1`?
ERG-DNA inh: 0%; RGS4 inhibitor: -13%; LDHA inh: -3; ALOX12 inh: -4%; D2 antag: 6; Vif-APOBEC3F blk: -12%; D2 ag: -1.1; GRP78 ERSR act: -3%; Vif-A3G inh: 1%

How did COc1cc2c3nnc(-c4ccc(F)cc4)c-3cn(Cc3cccc(F)c3)c2cc1OC do in these assays?
ERG-DNA inh: -13%; RGS4 inhibitor: -173%; LDHA inh: -10; D2 antag: -12; Vif-APOBEC3F blk: 6.3µM*; D2 ag: 0.2; GRP78 ERSR act: -4%; Vif-A3G inh: 7.9µM*

How did COc1cc(OC)c(NC(=O)COCc2cc(-c3cccs3)on2)cc1Cl do in these assays?
ERG-DNA inh: 0%; RGS4 inhibitor: 8%; LDHA inh: -3; ALOX12 inh: -23%; Vif-APOBEC3F blk: 4%; D2 ag: 0.6; GRP78 ERSR act: 0%; Vif-A3G inh: 3%

What do the screens show for `O=S(=O)(CCc1nc2ccccc2o1)c1ccc(Cl)cc1`?
ERG-DNA inh: -4%; RGS4 inhibitor: -15%; LDHA inh: -1; ALOX12 inh: 0%; D2 antag: -3; Vif-APOBEC3F blk: 4%; D2 ag: -0.9; GRP78 ERSR act: -3%; Vif-A3G inh: -7%

How did Cc1ccccc1NC(=O)C(C)n1c2ccccc2c2nc(=O)cc(C)n21 (stereo not drawn) do in these assays?
ERG-DNA inh: 5%; RGS4 inhibitor: 1%; LDHA inh: -4; ALOX12 inh: 3%; D2 antag: 2; Vif-APOBEC3F blk: 13%; D2 ag: -0.3; GRP78 ERSR act: -2%; Vif-A3G inh: 2%

What do the screens show for `COc1cc(NC(=O)COC(=O)Cn2cnc3c2c(=O)n(C)c(=O)n3C)cc(OC)c1`?
ERG-DNA inh: 2%; RGS4 inhibitor: -5%; LDHA inh: -1; ALOX12 inh: 0%; D2 antag: 2; Vif-APOBEC3F blk: 2%; D2 ag: -0.7; GRP78 ERSR act: -2%; Vif-A3G inh: 0%

What do the screens show for `CCCc1cc(N2CCCC(C(=O)NCc3ccc4c(c3)OCO4)C2)n2ncnc2n1` (stereo not drawn)?
ERG-DNA inh: -2%; RGS4 inhibitor: 21%; LDHA inh: -4; ALOX12 inh: inconclusive; D2 antag: 4; Vif-APOBEC3F blk: 5%; D2 ag: -0.5; GRP78 ERSR act: -2%; Vif-A3G inh: 1%

Results for CCOc1ccc(C(=O)COC(=O)c2cccc(-n3cnnn3)c2)cc1 ?
ERG-DNA inh: 9%; RGS4 inhibitor: 5%; LDHA inh: -3; ALOX12 inh: 16%; D2 antag: -15; Vif-APOBEC3F blk: 7%; D2 ag: 0.3; GRP78 ERSR act: 1%; Vif-A3G inh: -5%

How did CCOC(=O)c1c(C)[nH]c(C(=O)OCC(=O)NCc2ccc(C)cc2)c1C do in these assays?
ERG-DNA inh: -5%; RGS4 inhibitor: 8%; LDHA inh: -7; ALOX12 inh: -16%; D2 antag: -16; Vif-APOBEC3F blk: -3%; D2 ag: 0.1; GRP78 ERSR act: 2%; Vif-A3G inh: 0%

What do the screens show for `O=C(COC(=O)Cc1cccc(C(F)(F)F)c1)NC(=O)NC1CCCC1`?
ERG-DNA inh: -3%; RGS4 inhibitor: 14%; LDHA inh: 3; ALOX12 inh: 142%[activator]; Vif-APOBEC3F blk: -16%; GRP78 ERSR act: -3%; Vif-A3G inh: 0%

How did O=C(OCCCOC(=O)c1ccc([N+](=O)[O-])o1)c1ccc([N+](=O)[O-])o1 do in these assays?
ERG-DNA inh: 11%; RGS4 inhibitor: -1%; LDHA inh: -11; ALOX12 inh: -13%; D2 antag: -1; Vif-APOBEC3F blk: inconclusive; D2 ag: 3.6; GRP78 ERSR act: -4%; Vif-A3G inh: -3%

What do the screens show for `Cn1nc(C(=O)NCC2CCCO2)c2ccccc2c1=O` (stereo not drawn)?
ERG-DNA inh: 5%; RGS4 inhibitor: -19%; LDHA inh: 0; ALOX12 inh: -22%; D2 antag: -5; Vif-APOBEC3F blk: -6%; D2 ag: 0.5; GRP78 ERSR act: -2%; Vif-A3G inh: 0%

What do the screens show for `Cc1cc(C)c(C(=O)CC(=O)c2ccccc2Cl)c(O)c1`?
ERG-DNA inh: 13%; RGS4 inhibitor: -12%; LDHA inh: 6; ALOX12 inh: -4%; D2 antag: -2; Vif-APOBEC3F blk: 0%; D2 ag: -0.6; GRP78 ERSR act: -1%; Vif-A3G inh: -15%

What do the screens show for `COc1ccc([C@@H]2[C@@H]3C(=O)N(C(C)(C)C)C(=O)[C@@H]3[C@]3(Cc4ccccc4)C(=O)N(c4ccc(OC)cc4)C(=O)N23)cc1`?
ERG-DNA inh: -6%; RGS4 inhibitor: 11%; LDHA inh: -4; ALOX12 inh: 14%; D2 antag: 1; Vif-APOBEC3F blk: 2%; D2 ag: -0.4; GRP78 ERSR act: -3%; Vif-A3G inh: 4%

Results for COc1ccc(-c2coc3c(C)c4oc(=O)c(CC(=O)O)c(C)c4cc23)cc1 ?
ERG-DNA inh: 1%; RGS4 inhibitor: -10%; LDHA inh: -6; ALOX12 inh: 0%; D2 antag: 15; Vif-APOBEC3F blk: 10%; D2 ag: -0.4; GRP78 ERSR act: -4%; Vif-A3G inh: -1%

Results for CC(C)(C)NC(=O)C(=O)NNC(=O)c1cccc(Br)c1 ?
ERG-DNA inh: -3%; RGS4 inhibitor: -14%; LDHA inh: 0; ALOX12 inh: 0%; D2 antag: 11; Vif-APOBEC3F blk: -4%; D2 ag: -0.1; GRP78 ERSR act: 2%; Vif-A3G inh: 0%

Results for CCOC(=O)N1CCN(C(=O)CCc2c(C)nc3nc(C)nn3c2C)CC1 ?
ERG-DNA inh: 5%; RGS4 inhibitor: 26%; LDHA inh: -1; ALOX12 inh: 18%; D2 antag: 8; Vif-APOBEC3F blk: -12%; D2 ag: -0.2; GRP78 ERSR act: -2%; Vif-A3G inh: -1%

What do the screens show for `CC1CCN(c2nc(N(C)c3ccccc3)nc(N)c2[N+](=O)[O-])CC1`?
ERG-DNA inh: -2%; RGS4 inhibitor: -3%; LDHA inh: 2; ALOX12 inh: 0%; D2 antag: 8; Vif-APOBEC3F blk: -7%; D2 ag: 0.8; GRP78 ERSR act: 6%; Vif-A3G inh: -7%
